Screening data: PubChem BioAssay, Broad Institute
PglD inh – inhibitors of Campylobacter jejuni PglD acetyltransferase | 0.098% of 360,000 active | purified PglD enzyme, DTNB colorimetric CoA detection | AID 602405 | inhibition, % at 12.5 µM; in the data active means inhibition above about 16%, passing the limit was not always enough; inconclusive means no clear call, values can overlap the other calls; further: strong numbers were not always called active
PGC1a acetyl inh – modulators of PGC1a acetylation | U2OS PGC1a acetylation, AlphaScreen anti-acetyl-lysine; with virally co-expressed GCN5 acetyltransferase | inhibition, % at 15.6 µM | 0.17% of 350,000 active;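 active means every replicate shows inhibition of at least 40%; inconclusive means mean inhibition at least 40% but some replicate below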;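 further: 0% = neutral control wells and 100% = positive control wells; some results beyond the cut were filed as inactive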
FN deposit inh – fibronectin deposition inhibition; AH1F fibroblasts, Alexa488-fibronectin deposition fluorescence, overnight; inhibition, % at 12.6 µM; 0.086% of 350,000 active; AID 743247;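 active means mean inhibition across replicates of 30% or more, regardless of how many single replicates reach that level; inconclusive means mean under 30% yet at least half of replicates reach 30%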;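 further: positive control wells lacked labelled fibronectin entirely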
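Test system: AH1F fibroblast monolayer depositing Alexa488-labelled fibronectin into matrix. Input: 10000 cells per well. Technique: fluorescence, ex 485 nm, em 525 nm. Buffer or medium: DMEM plus 2% serum, read in PBS. Timing: 1 h cell adhesion before compound, then overnight fibronectin incubation. Compound: single dose, pinned. Read-out basis: inhibition from reduced deposited-fibronectin fluorescence.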
* marks the source's active call; other numbers are inactive results; ? = inconclusive. Only part of the results is shown (hit frequency here may not be typical).

[1] O=c1oc2ccccc2c2c1SC(C(F)(F)F)C2 (configuration not stated)
[2] CC1=CC(C)(C)N(C(=O)c2ccccc2)c2ccc(C)cc21
[3] COC(=O)CSc1nc(C(C)C)nc2ccccc12
[4] CCn1c(Cc2ccccc2)nnc1SCC(=O)Nc1ccccc1
[5] O=C(CSc1ccccc1C(=O)O)NCc1ccco1
[6] Cc1cc(N/C(=N\S(=O)(=O)c2ccc(F)cc2F)c2ccccc2)no1

Screen / compound no.	1	2	3	4	5	6
PglD inh	-3	-3	-10	-2	-2	0
PGC1a acetyl inh	2	-13	8	2	6	-7
FN deposit inh	-1	-10	-1	0	8	8

[7] O=C1CCCC2=C1C(Cc1ccccc1)C1=C(CCCC1=O)O2
[8] CCCc1nnc(NC(=O)CCC(=O)N2CCN(CCn3c(C)ccc3C)CC2)s1
[9] CCN(CC)CCn1c(NCc2ccc(C)o2)nc2ccccc21
[10] COc1cc2c(cc1OC)CN(Cc1cccs1)CC2
[11] CC(/C=C/c1ccc(C)o1)=C\C(=O)O
[12] CCOCCCNC(=O)C(NC(=O)c1cnccn1)c1ccc(C)cc1 (configuration not stated)

Screen / compound no.	7	8	9	10	11	12
PglD inh	-1	-6	-4	-2	-1	4
PGC1a acetyl inh	0	0	-14	-1	-3	9
FN deposit inh	-13	12	-5	6	2	7

[13] CCOc1ccc(NC(=O)c2cc3cc4ccc(OC)cc4nc3o2)cc1
[14] CC(C)(Oc1ccc(Cl)cc1)C(=O)N/N=C/c1cn[nH]c1-c1ccccc1
[15] CCN(CC)CCCN(C(C)=O)c1nc(-c2cc(OC)ccc2OC)cs1
[16] Clc1ccc(OCc2nc(-c3ccncc3)no2)cc1
[17] CC(C)Oc1ccc(Cc2cnc(N)nc2N)cc1
[18] CC1CCCC(C)N1C(=O)Cn1c(SCC(=O)NCc2ccc3c(c2)OCO3)nc2ccccc21 (configuration not stated)

Screen / compound no.	13	14	15	16	17	18
PglD inh	2	4	-6	2	2	-3
PGC1a acetyl inh	3	-1	-7	-10	-4	-2
FN deposit inh	-26	3	4	1	-2	-4

[19] O=C(COC(=O)[C@H](Cc1ccccc1)NS(=O)(=O)c1ccccc1F)NC1CCCCC1
[20] COc1cc(NC(=O)CSc2nccc(C)n2)c(C(=O)O)cc1OC
[21] O=C(NCC1CCCO1)C1CCCCN1S(=O)(=O)c1ccc(F)cc1 (configuration not stated)
[22] Cc1cc(C)c(C#N)c(SCC(=O)OC2CCCCC2)n1
[23] O=c1oc2c(CN3CCCCC3)c(O)ccc2c2c1CCCC2
[24] CCc1c(C(=O)NCc2ccc3c(c2)OCO3)[nH]c(C)c1C(C)=O

Screen / compound no.	19	20	21	22	23	24
PglD inh	1	-2	-5	0	2	-3
PGC1a acetyl inh	-6	18	0	-2	-2	-3
FN deposit inh	-2	12	-9	-4	1	20

[25] O=C(NCCN1CCCC1)c1ccc2c(=O)n(CCc3ccccc3)c(=O)[nH]c2c1
[26] Brc1ccccc1-c1nnc2sc(Cc3ccccc3)nn12
[27] COc1cc(S(=O)(=O)NCCCN2CCOCC2)ccc1Cl
[28] O=C(CCS(=O)(=O)c1ccc(Br)cc1)Nc1ccc2c(c1)OCO2
[29] CCc1nnc(NC(=O)CSc2nc(C3CCCCC3)nc3ccccc23)s1
[30] O=C(CCNS(=O)(=O)c1ccc(Br)s1)Nc1ccc(Cl)cc1

Screen / compound no.	25	26	27	28	29	30
PglD inh	-5	3	-2	19	5	3
PGC1a acetyl inh	-11	8	1	-3	23	-5
FN deposit inh	-38	5	-1	-5	3	7

[31] Cc1nc2cc(N3CCCCC3)c(NC(=O)c3ccncc3)cc2c(=O)n1Cc1ccccc1
[32] O=C(Cn1cnc2c(oc3ccccc32)c1=O)NCc1ccco1
[33] Cc1nc(SCC(=O)Nc2c(C)nn(C)c2C)c2cnn(-c3ccccc3)c2n1
[34] O=C(NC1(C(F)(F)F)N=C2SCCN2C1=O)c1ccccc1 (configuration not stated)
[35] COc1ccc2[nH]c(=O)c(CN(Cc3nnnn3Cc3ccccc3)CC3CCCO3)cc2c1 (configuration not stated)
[36] COc1ccc(C(=O)NC(Oc2ccccc2)C(Cl)(Cl)Cl)cc1 (configuration not stated)

Screen / compound no.	31	32	33	34	35	36
PglD inh	-2	0	-1	-3	0	5
PGC1a acetyl inh	2	-1	7	14	7	4
FN deposit inh	14	5	1	0	5	-8

Part of the list above, as labelled records.
36	COc1ccc(C(=O)NC(Oc2ccccc2)C(Cl)(Cl)Cl)cc1 (configuration not stated)
  PglD inh = 5 | PGC1a acetyl inh = 4 | FN deposit inh = -8

31	Cc1nc2cc(N3CCCCC3)c(NC(=O)c3ccncc3)cc2c(=O)n1Cc1ccccc1
  PglD inh = -2 | PGC1a acetyl inh = 2 | FN deposit inh = 14

33	Cc1nc(SCC(=O)Nc2c(C)nn(C)c2C)c2cnn(-c3ccccc3)c2n1
  PglD inh = -1 | PGC1a acetyl inh = 7 | FN deposit inh = 1

32	O=C(Cn1cnc2c(oc3ccccc32)c1=O)NCc1ccco1
  PglD inh = 0 | PGC1a acetyl inh = -1 | FN deposit inh = 5

The list continues:
[37] CCn1c(SCc2ccc(F)cc2)nnc1C1CCN(S(=O)(=O)c2ccc(OC)cc2)CC1
[38] CCOC(=O)c1ccccc1NC(=O)CN(c1ccccc1OCC)S(C)(=O)=O
[39] Cc1nnc(NC(=O)c2ccc3ccccc3c2)o1
[40] CC(=O)c1ccc(NS(=O)(=O)c2ccc(C)cc2)cc1
[41] N#CCCn1c(SCC(=O)N2CCN(S(=O)(=O)c3ccccc3)CC2)nc2ccccc21
[42] Cc1ccc(-n2c(-c3ccccc3)n[nH]c2=S)cc1

Screen / compound no.	37	38	39	40	41	42
PglD inh	0	-3	4	1	2	3
PGC1a acetyl inh	-6	8	-14	9	3	3
FN deposit inh	0	9	9	-7	8	-2

[43] CCCc1cc(=O)oc2cc(C)c(CN3CCCC3)c(O)c12
[44] CCn1c(C)csc1=NC(=O)c1ccccc1
[45] O=C(NC1CCCCCC1)c1ccc(S(=O)(=O)NCc2ccco2)cc1
[46] CCc1ccccc1NC(=O)CSc1nc2ccccc2n1CC(=O)N(C)C
[47] CCn1c(SCC(=O)NC(=O)Nc2ccc3c(c2)OCCO3)nnc1-c1cccs1
[48] Cc1nn(CC(=O)N2CCN(Cc3ccccc3)CC2)c(=O)c2ccccc12

Screen / compound no.	43	44	45	46	47	48
PglD inh	2	8	-4	-1	-3	1
PGC1a acetyl inh	11	2	10	-6	-7	2
FN deposit inh	0	-7	6	-3	-1	0

[49] O=C(NCc1ccco1)Oc1ccccc1
[50] CN1CC(=O)N/C1=N\C(=O)Nc1ccc2c(c1)N(C)C(=O)CS2
[51] COCC(=O)Nc1sc2c(c1C(=O)OC)C(C(=O)OC)CC2 (configuration not stated)
[52] Cc1ccc2nsnc2c1S(=O)(=O)N(Cc1ccco1)Cc1cc2ccc(C)c(C)c2[nH]c1=O
[53] O=C(CSc1nc(O)cc(=O)[nH]1)Nc1ccc2c(c1)CCC2
[54] CC(C)(C)NC(=O)Nc1ccccc1C(N)=O

Screen / compound no.	49	50	51	52	53	54
PglD inh	21*	0	2	-6	-1	1
PGC1a acetyl inh	-7	3	-5	0	-15	-1
FN deposit inh	4	5	1	-2	-5	-6

Pulled by structure from above:
[53] O=C(CSc1nc(O)cc(=O)[nH]1)Nc1ccc2c(c1)CCC2
[52] Cc1ccc2nsnc2c1S(=O)(=O)N(Cc1ccco1)Cc1cc2ccc(C)c(C)c2[nH]c1=O
[51] COCC(=O)Nc1sc2c(c1C(=O)OC)C(C(=O)OC)CC2 (configuration not stated)
[50] CN1CC(=O)N/C1=N\C(=O)Nc1ccc2c(c1)N(C)C(=O)CS2
[49] O=C(NCc1ccco1)Oc1ccccc1

Screen / compound no.	53	52	51	50	49
PglD inh	-1	-6	2	0	21*
PGC1a acetyl inh	-15	0	-5	3	-7
FN deposit inh	-5	-2	1	5	4

Later entries
[55] Cc1sc2ncnc(SCC(=O)NNC(=O)COc3cccc4ccccc34)c2c1C
[56] COc1ccc(NC(=O)c2ccc3c(c2)OCO3)cc1Cl
[57] CCOC(=O)C1=NN(c2cccc(C)c2)C2(S1)SC(C(C)=O)=C(C)N2c1ccccc1 (configuration not stated)
[58] Cc1ccc(C(=O)NC2CCS(=O)(=O)C2)cc1S(=O)(=O)N1CCOCC1 (configuration not stated)
[59] Clc1ccc2c(NNc3ccccc3Cl)ccnc2c1
[60] CCOCCCn1c(=N)c(C(N)=S)cc2c(=O)n3cccc(C)c3nc21

Screen / compound no.	55	56	57	58	59	60
PglD inh	-2	-1	0	5	-6	-1
PGC1a acetyl inh	-3	?	0	4	8	0
FN deposit inh	9	-29	-5	7	7	-8

[61] COc1cccc(C(=O)NCc2ccc(N3CCN(C(=O)OC(C)(C)C)CC3)cc2)c1
[62] CN(C)c1ccc(C(=O)c2ccccc2)cc1
[63] CCOc1ccc(OCC)c(NC(=O)C2CCCN(c3ncccn3)C2)c1 (configuration not stated)
[64] O=C(CSc1nnnn1C1CCCC1)N1CCN(C(=O)c2ccco2)CC1
[65] CC1(C)CC(=O)C=C(NNC(=O)C2CCCCC2)C1
[66] Fc1ccc(-c2ccnc3nc(N4CCOCC4)nn23)cc1

Screen / compound no.	61	62	63	64	65	66
PglD inh	3	0	3	-2	1	2
PGC1a acetyl inh	-7	-6	-7	1	-1	10
FN deposit inh	-2	5	-6	4	8	-5

[67] COc1ccc(CC(=O)N2CCNC2=O)cc1
[68] CCN1CCN(C(c2ccccc2)c2nnnn2Cc2ccccc2)CC1 (configuration not stated)
[69] COc1ccc(C(C[N+](=O)[O-])c2c(-c3ccccc3)cc3ccccn23)c(OC)c1 (configuration not stated)
[70] CCOC(=O)c1cc2oc(C(c3nnnn3C3CCCCC3)N3CCOCC3)cc2[nH]1 (configuration not stated)
[71] CS(=O)(=O)N(CC(=O)NCCc1ccccc1)C1CCCCC1
[72] CN(C)S(=O)(=O)c1ccc(N2CCN(S(=O)(=O)c3ccc(F)cc3)CC2)c(Cl)c1

Screen / compound no.	67	68	69	70	71	72
PglD inh	-2	3	-3	-1	3	2
PGC1a acetyl inh	1	-3	17	-4	5	-11
FN deposit inh	0	33*	-7	21	-7	4

[73] Cc1ccn(-c2ccc([N+](=O)[O-])cc2)n1
[74] CCn1c(=O)cc(SCC(=O)Nc2ccc3c(c2)OCCO3)c2ccccc21
[75] O=C(O)CCc1ccc(-c2ccccc2)n1CC(=O)O
[76] CCOC(=O)c1cccc(NC(=O)Cn2cnc3c2c(=O)n(C)c(=O)n3C)c1
[77] CCC(=O)N1CCc2cc(S(=O)(=O)N3CCc4ccccc43)ccc21
[78] CCCCCn1c(=O)c(Cc2ccccc2)c(O)c2ccccc21

Screen / compound no.	73	74	75	76	77	78
PglD inh	-4	8	4	-3	17	22*
PGC1a acetyl inh	-5	-12	2	11	-1	-9
FN deposit inh	1	-12	7	-5	-25	-11

[79] COc1cccc(C2CN(c3ccc(F)cc3F)N=C2c2cccs2)c1OC (configuration not stated)
[80] COc1ccc(CCNC(=O)C2CC(=O)N(c3ccccc3)C2)cc1OC (configuration not stated)
[81] COc1ccc(-c2cnnn2-c2ccc(NC(=O)c3ccco3)cc2)cc1OC
[82] COCc1cc(CN2CCN(C)CC2)c(O)c2ncccc12
[83] O=c1[nH]c(N2CCOCC2)nc2c1CCCC2
[84] Cc1ccc(-c2cc(C(=O)NCCCN3CCOCC3)no2)cc1

Screen / compound no.	79	80	81	82	83	84
PglD inh	-3	-3	-5	1	-4	-6
PGC1a acetyl inh	-18	13	8	10	1	17
FN deposit inh	6	6	-6	15	-16	-3

[85] CC1CCN(S(=O)(=O)c2ccc(NC(=O)Cn3nnc(-c4ccccc4)n3)cc2)CC1
[86] CCOC(=O)c1c(C)[nH]c(C(=O)COC(=O)CCC2CCCC2)c1C
[87] CC(C)(C)c1ccc(COC(=O)CNC(=O)CNC(=O)Cc2ccccc2)cc1
[88] CN(CC(=O)O/N=C(\N)c1ccc([N+](=O)[O-])cc1)S(=O)(=O)c1ccccc1
[89] COc1cccc(OCCc2c(C)n[nH]c2C)c1
[90] COc1cccc(Nc2nc(CC(C)=O)ns2)c1

Screen / compound no.	85	86	87	88	89	90
PglD inh	-1	0	5	4	6	0
PGC1a acetyl inh	-8	-1	-2	-5	34	-5
FN deposit inh	4	9	-10	-5	2	11

[91] Cc1cccc(N/C(N)=N/c2nc3c(c(=O)[nH]2)CCCC3)c1
[92] Cc1onc(-c2ccccc2)c1C(=O)Nc1sc2c(c1C#N)CCC2
[93] COc1ccc2oc(C(F)(F)C(F)(F)F)cc(=O)c2c1
[94] COc1ccc(-c2cc(-c3ccc(OC)c(OC)c3)n[nH]2)c(O)c1

Screen / compound no.	91	92	93	94
PglD inh	-4	2	4	3
PGC1a acetyl inh	11	-2	-4	-1
FN deposit inh	3	-9	10	-28
